# TDP1 block: blocks human tyrosyl-DNA phosphodiesterase 1; Q9NUW8; recombinant TDP1, AlphaScreen DNA substrate cleavage; Potency, µM (top dose mostly 130 µM), for inactives: top-dose activity change, negative = inhibition, most hits filed as inhibitors; 0.28% of 350,000 active; AID 485290; note: nearly all actives have a fitted effect of over 40% in size
# Target sequence (Q9NUW8 whole entry, looked up): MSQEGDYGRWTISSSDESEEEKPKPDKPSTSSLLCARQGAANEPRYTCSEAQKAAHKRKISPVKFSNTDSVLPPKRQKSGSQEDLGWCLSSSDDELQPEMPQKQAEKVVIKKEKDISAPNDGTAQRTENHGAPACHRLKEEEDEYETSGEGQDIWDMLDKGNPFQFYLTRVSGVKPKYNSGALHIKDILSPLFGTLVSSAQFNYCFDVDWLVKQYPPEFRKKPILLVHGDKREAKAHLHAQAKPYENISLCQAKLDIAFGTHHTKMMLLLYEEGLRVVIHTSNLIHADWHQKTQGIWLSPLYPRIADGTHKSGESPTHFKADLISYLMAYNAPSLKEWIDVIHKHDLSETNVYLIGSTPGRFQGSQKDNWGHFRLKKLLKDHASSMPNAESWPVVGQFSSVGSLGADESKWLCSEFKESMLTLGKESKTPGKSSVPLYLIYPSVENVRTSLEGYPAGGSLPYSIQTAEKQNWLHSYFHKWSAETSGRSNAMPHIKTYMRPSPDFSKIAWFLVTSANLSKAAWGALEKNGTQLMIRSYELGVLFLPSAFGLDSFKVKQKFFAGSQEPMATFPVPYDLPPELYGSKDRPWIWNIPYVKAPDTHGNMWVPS
#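 Signal: AlphaScreen proximity between streptavidin donor and anti-FITC acceptor beads on intact substrate. Reaction: Tdp1 1 nM, substrate 15 nM final, 5 min RT after 15 min compound preincubation.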
# TDP1 cell noCPT: qHTS for Inhibitors of human tyrosyl-DNA phosphodiesterase 1 (TDP1): qHTS in cells in absence of CPT; DT40 Tdp1-/- hTDP1 cells, no CPT, ATP luminescence, 48 h; 15% of 420,000 active; Potency, µM (top dose mostly 46.2 µM), inactives show top-dose activity change, negative = growth inhibition, hits mostly inhibitors; note: nearly all actives have a fitted effect of over 55% in size
#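 Chicken DT40 Tdp1-/- cells complemented with human TDP1, screened without camptothecin (DMSO vehicle only), 400 cells/well. Compounds pin-transferred, cells incubated at 37 °C for at least 48 hr. Growth read as ATP-dependent luminescence (CellTiter-Glo, 30 min at RT).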
# KAT2A inh: GCN5L2 (KAT2A) acetyltransferase inhibition. Potency, µM (highest dose often 58.9 µM), without a hit: at the highest dose activity change, negative = inhibition, most hits filed as inhibitors. AID 504327. Q92830. 0.21% of 390,000 active. GCN5L2 HAT assay, ThioGlo1 CoA-SH fluorescence
#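 ThioGlo1-coupled HAT assay: 20nM GCN5L2, 70uM acetyl-CoA, 75uM H3(1-25) peptide, pH 7.5. Fluorescence read at 340/540nm at start and after 20 min at room temperature.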
# An asterisk follows results filed as active; u = inconclusive; x = not tested or not shown; & = joins results of further samples; [ ] = another dose, or the depositor's remark. Calls come from the whole dose curve; as a rule, active = well fitted curve in the direction sought with a large enough effect; inconclusive = small, poorly fitted or top-dose-only effect, or another doubt; inactive = no such curve, though single readings can be large; an effect the other way counts as inactive or inconclusive. % is set by controls: 0 for no effect and ±100 for the full control effect; potency is the fitted concentration of half-maximal effect. A portion of the library; count on the stated rates, not on these rows.
# The line under a structure holds: TDP1 block | TDP1 cell noCPT | KAT2A inh
- COc1cc2[nH]c(=O)c(C(=O)NCc3ccccc3Cl)c(O)c2cc1OC
 : -1% | 18µM* | 5%
- O=C(c1ccc2c(c1)N(Cc1ccccc1F)C(=O)c1ccccc1S2=O)N1CCCCC1 (centres undefined)
 : 3% | -11% | 0%
- Nc1ncccc1OCc1ccc(Br)cc1
 : 4% | 18µM* | -3%
- O=C(Cn1cc(C(=O)c2cccs2)c2ccccc21)Nc1ccc(Br)cc1
 : 3% | 5.8µM* | -4%
- Cc1ccc2c(c1)N(CCC(=O)NCC1COc3ccccc3O1)C(=O)CO2 (centres undefined)
 : 2% | -28% | -21%
- O=C(c1ccco1)N(Cc1cccc(Cl)c1)C1CCS(=O)(=O)C1 (centres undefined)
 : 8% | 1% | -5%
- Cc1ccc(C(=O)O/N=C(\N)c2nonc2N)cc1
 : 2% | 3% | 17%
- CCCOc1ccc(C(=O)CCC(=O)Nc2ccc(N3CCN(C)CC3)cc2)cc1
 : 7% | 2% | -4%
- CCNc1nc(NC(C)(C)C)nc(N2CCCCC2)n1
 : 5% | 21µM* | 1%
- CN1C[C@@H]2C(c3ccc(C(F)(F)F)cc3)C3(c4cccnc4)CC2(C3)[C@H]1c1ccccc1 (some centres undefined)
 : 13%&2% | 18µM* | -1%
- CN1C(=O)C2(C(C#N)=C(N)N(c3ccc(Cl)cc3)C3=C2C(=O)CC(C)(C)C3)c2ccccc21 (centres undefined)
 : -2% | -9% | 2%
- COc1cc(COC(=O)Oc2ccc(CNC(C)=O)cc2OC)c([N+](=O)[O-])cc1OC
 : 0% | -5% | -5%
- CCc1nnc(NC(=O)[C@@H](NC(=O)c2ccc(OC)cc2)C(C)C)s1
 : 5% | -17% | -3%
- O=C(C[C@H]1C[C@H](C(=O)N2CCOCC2)[C@@]2(CCC3CCCC3)c3[nH]c4cc(-c5ccco5)ccc4c3CCN2C1=O)NCCCn1ccnc1
 : x | u | -5%
- O=C(Cc1cccc(F)c1F)NC1CCCN(Cc2ccc(Cl)cc2)C1 (centres undefined)
 : x | u | -5%
- Cc1cccc(/C(N)=N/OC(=O)c2ccco2)c1
 : 3% | -21% | 2%
- CC1=C(C(=O)Nc2cccnc2)C(c2ccccc2)n2nc(SCc3ccccc3)nc2N1 (centres undefined)
 : 0% | -23% | -7%
- CCOCCCNS(=O)(=O)c1cc(Br)cc2c1N(C(=O)C1CC1)CC2
 : 2% | -10% | -2%
- CCn1cc(C(=O)NCCO)c(=O)c2cc(F)c(N3CCN(C)CC3)cc21
 : x | 3% | 0%
- N/C(=N\OC(=O)/C=C/c1ccccc1Cl)c1ccncc1
 : 6% | 0% | -8%
- Cc1cc(C)n(-c2nc3ccccc3c(=O)n2OCC(=O)N(C)C)n1
 : -3% | -22% | 2%
- CC(=O)c1c(O)cc(O)c(C(C)=O)c1O
 : x | u | -23%
- C=CCc1cccc(OC)c1OCCOCCn1ccnc1
 : 2% | -16% | -1%
- Cc1nnc(N2CCC(C(=O)N3CCCCC3)CC2)c2nn(-c3ccc(Cl)cc3)c(C)c12
 : 2%&3% | u | -1%&-2%
- Cc1ccc(C(=O)Nc2ccccc2C(=O)N2CC3(C)CC2CC(C)(C)C3)cc1 (centres undefined)
 : 2% | u | -5%[0.501 µM]
- COc1ccc(-c2noc(N3CCC(C(=O)NCCCN4CCCC(C)C4)CC3)n2)cc1 (centres undefined)
 : x | -29% | -3%
- COc1ccc(/C=N/NC(=O)C2COc3ccccc3O2)cc1OC (centres undefined)
 : 5% | 10% | -7%
- Cc1ccc(-c2nn3c(C)nnc3s2)cc1NC(=O)c1cccnc1
 : 0% | 1% | -4%
- COc1ccc2cc(C(c3nnnn3CCc3ccccc3)N3CCCC(C)C3)c(=O)[nH]c2c1 (centres undefined)
 : -1% | u | -7%
- Cc1ccccc1C(=O)NC(NCC1CCCO1)C(Cl)(Cl)Cl (centres undefined)
 : 0% | -22% | -6%
- c1ccc(COc2ccccc2CNCc2cccnc2)cc1
 : 3% | u | -11%
- Cc1ccccc1-n1nc(C)c2cc(C(=O)NCc3cccnc3)sc21
 : 5% | -21% | -5%
- Cc1noc(NS(=O)(=O)c2ccc(N/C=C/C(=O)c3ccc4c(c3)OCO4)cc2)c1C
 : 2% | -13% | -15%
- COc1ccc(S(=O)(=O)N(C)CC(=O)N2CCOCC2)cc1
 : 9% | -1% | -7%
- C=CC[N+](C)(C)c1ccc(CCC(=O)CCc2ccc([N+](C)(C)CC=C)cc2)cc1
 : x | -13% | -6%
- CSc1ccc(S(=O)(=O)Nc2cccc(F)c2)cc1
 : 3% | x | 1%
- C[C@H](CO)N1C[C@H](C)[C@@H](CN(C)S(C)(=O)=O)Oc2ccc(NC(=O)CCC(F)(F)F)cc2C1=O
 : 1% | -13% | 1%
- COc1ccc(CCNC(=O)c2ccc(Cl)cc2)cc1OC
 : 2% | u | -8%
- COc1cccc(-c2nnc(-c3ccccc3[N+](=O)[O-])o2)c1
 : x | u | 0%
- CCn1c(CNC(=O)c2ccc(OC)c(OC)c2)nnc1SCC(=O)Nc1ccccc1
 : -3% | 15% | 3%

# More results follow.
Structure,TDP1 block,TDP1 cell noCPT,KAT2A inh
Cc1ccc(/C(O)=C2/C(=O)C(=O)N(CCN3CCOCC3)C2c2cccnc2)cc1 (centres undefined),-3%,0%,-4%
CCOC(=O)c1c(C)[n+](-c2ccc(C)cc2)c(CC)c2cc(OC)c(OC)cc12,x,2.6µM*,-10%
CC1=CC(C)C2(COC(=O)Nc3ccccc3)COC(C)C1C2C (centres undefined),0%,u,-2%
COc1cc(NC(=O)CCN2CCN(Cc3ccccc3)CC2)cc(OC)c1,1%,u,x
CC(=O)N1CCOc2ccc(S(=O)(=O)N3CCC(C)CC3)cc21,1%,17%,1%
COc1cccc(-c2nnc(-c3ccccc3NC(=O)c3cccc(C(F)(F)F)c3)o2)c1,3%,-12%,0%
CC(C)(CO)N=C1NS(=O)(=O)c2cc([N+](=O)[O-])ccc21,3%,u,-4%
CCCS(=O)(=O)N1CCC(C(=O)NCCCN(C)Cc2ccccc2)CC1,5%,0%,2%
COc1ccc(CN2CN=C(Nc3nc4ccccc4s3)NC2)cc1,6%,-18%,1%
CC(C)C[C@]1(c2ccccc2)ON(c2ccccc2C(F)(F)F)C1=O,-15%,-14%,-6%
c1ccc(NC2=NCCN2CCC2CCCCC2)cc1,x,u,0%
O=C(CCc1ccc(S(=O)(=O)NC2CCCCC2)cc1)NCc1ccc(Cl)cc1,-4%,u,-3%
CCc1cccc(C)c1NC(=O)C1CC(=O)N(C2CCCC2)C1 (centres undefined),-1%[56.1 µM],-5%,4%
CCCc1nnc(NC(=O)CS(=O)(=O)c2ccccc2)s1,4%[0.0935 µM],0%,-3%
COc1cc(C2N(c3ccccc3)CCN2c2ccccc2)cc(OC)c1OC,1%,-2%,-5%
CSc1nnc(-c2ccccc2)n1N,3%,-5%,2%
COc1cc(OC)c(C2=NOC(C(=O)Nc3cc(C)nn3-c3ccccc3)C2)cc1Cl (centres undefined),7%,-10%,-2%
CCCCOC(=O)Nc1ccc(S(=O)(=O)Nc2ccc([N+](=O)[O-])cc2)cc1,3%,-2%,-2%
CC(C)n1cc(CN2CCCC(C(=O)Nc3ccccc3Oc3cccnc3)C2)cn1 (centres undefined),-6%[56.1 µM],-12%,-28%
CCOC(=O)N1CCC(N2Cc3cccc(C(=O)N4CCN(c5cccc(C)c5C)CC4)c3C2=O)CC1,-3%,u,-4%

# Shown field by field: 4 of the compounds above
> COc1cc(NC(=O)CCN2CCN(Cc3ccccc3)CC2)cc(OC)c1
  TDP1 block: 1%; TDP1 cell noCPT: u; KAT2A inh: x

> CC(=O)N1CCOc2ccc(S(=O)(=O)N3CCC(C)CC3)cc21
  TDP1 block: 1%; TDP1 cell noCPT: 17%; KAT2A inh: 1%

> COc1cccc(-c2nnc(-c3ccccc3NC(=O)c3cccc(C(F)(F)F)c3)o2)c1
  TDP1 block: 3%; TDP1 cell noCPT: -12%; KAT2A inh: 0%

> CC(C)(CO)N=C1NS(=O)(=O)c2cc([N+](=O)[O-])ccc21
  TDP1 block: 3%; TDP1 cell noCPT: u; KAT2A inh: -4%

# The main list resumes; the six compounds before the break are reprinted first.
Structure,TDP1 block,TDP1 cell noCPT,KAT2A inh
COc1cc(C2N(c3ccccc3)CCN2c2ccccc2)cc(OC)c1OC,1%,-2%,-5%
CSc1nnc(-c2ccccc2)n1N,3%,-5%,2%
COc1cc(OC)c(C2=NOC(C(=O)Nc3cc(C)nn3-c3ccccc3)C2)cc1Cl (centres undefined),7%,-10%,-2%
CCCCOC(=O)Nc1ccc(S(=O)(=O)Nc2ccc([N+](=O)[O-])cc2)cc1,3%,-2%,-2%
CC(C)n1cc(CN2CCCC(C(=O)Nc3ccccc3Oc3cccnc3)C2)cn1 (centres undefined),-6%[56.1 µM],-12%,-28%
CCOC(=O)N1CCC(N2Cc3cccc(C(=O)N4CCN(c5cccc(C)c5C)CC4)c3C2=O)CC1,-3%,u,-4%
CCC1Nc2ncnc(N3CCOCC3)c2N(Cc2ccc(OC)cc2)C1=O (centres undefined),1%,u,1%
COCc1ccc(-c2c(-c3ccc(OC)cc3)oc(=O)c3cc(OC)c(OC)cc23)cc1,-9%,23µM*,-8%
CCN(C(=O)COC(=O)c1cc(-c2ccccc2)nn1-c1ccccc1)C1CCS(=O)(=O)C1 (centres undefined),-2%,8%,-5%
COCc1cc(C)nc2c1C(=O)NC(c1ccc(Br)cc1)N2Cc1ccccc1 (centres undefined),2%,u,0%
CCc1cccc(C)c1N(C(=O)Cn1c(=O)[nH]c2ccccc21)C(C)COC (centres undefined),-2%,u,-14%
CCOC(=O)C1CCN(CC(=O)Nc2c(C(=O)OC)[nH]c3cccc(C)c23)CC1,-1%,-29%,-6%
Cc1ccc(C2(C)NC(=O)N(CCOc3ccccc3)C2=O)cc1 (centres undefined),5%,u,0%
CCOC(=O)c1sc2ccc(S(=O)(=O)N3CCOCC3)cc2c1N,7%,-25%,-6%
COc1ccc(C2=NNC(c3cccs3)=Nc3ccc(OC)cc32)cc1,12%,-27%,-14%
CCOc1cc(-c2ccc(OC(=O)c3ccc(C)cc3)c(OC)c2)cc(=O)c2c(C)oc(C)c12,10%,5.2µM*,-14%
COc1cccc2cc(C(=O)NNC(=O)c3ccc(Br)cc3)c(=O)oc12,0%,u,-6%
COc1cccc(C(C(=O)NC2CCCCC2)N(C(=O)c2cccs2)c2ccc3c(c2)OCO3)c1 (centres undefined),-5%,u,1%
CC(Sc1nnc(C2CC2)n1C1CC1)C(=O)N(C)C1(C#N)CCCCC1 (centres undefined),0%,1%,-8%
Cc1noc2ncnc(NCc3ccccc3Cl)c12,3%,u,-14%
O=C(Cc1c(C(=O)O)[nH]c2ccc(Cl)cc12)Nc1ccc2c(c1)OCCO2,6%,-6%,-1%
COCCn1c(=NC(=O)C(C)(C)C)sc2cc([N+](=O)[O-])ccc21,3%,-11%,0%
O=C(COCc1cc(-c2cccs2)on1)Nc1cc(C(F)(F)F)ccc1Cl,-4%,u,-14%
Cc1ccc(C2(C)NC(=O)N(Cc3c(C)noc3C)C2=O)cc1 (centres undefined),-2%,-11%,-21%
COC(=O)Nc1ccc(S(=O)(=O)n2cnc3ccccc32)cc1,7%,u,-10%[0.501 µM]
CCOC(=O)c1cc(S(=O)(=O)N2CCN(c3ccccc3)CC2)[nH]n1,-1%,u,3%
Cc1cccc(NC(=O)CN2CCN(C(=O)c3ccc(-c4nc5ccccc5s4)o3)CC2)c1C,4%,u,-1%
Cc1ccc(CNC(=O)c2cc(-c3ccccc3C)n(CC3CC(c4cccc([N+](=O)[O-])c4)=NO3)n2)cc1 (centres undefined),-1%,u,-4%
Cc1ccc(C(=O)NNC(=O)CCC(=O)Nc2cc(C)on2)cc1,2%,-29%,0%
CC1S/C(=N/N=C/c2ccco2)NC1=O (centres undefined),1%,-20%,-2%
O=C(CCSc1ccccc1Cl)NNC(=O)c1ccncc1,1%,9%,2%
COc1cccc(N2CCN(C(=O)c3cccc(-n4c(C)nc5cccnc54)c3)CC2)c1,3%,16µM*,3%

# Compound activity from PubChem.
